Compound activity deposited in PubChem by Southern Research Specialized Biocontainment Screening Center.
PhoP GFP inhibition = PhoP regulon inhibitors, Salmonella typhi PhoP promoter GFP reporter, confirmatory (AID 1850). 0.33% of 310,000 active. inhibition, % at 50 µM; hits with a dose series show IC50 in µM. Salmonella Typhi PhoP-promoter GFP reporter, fluorescence, 4 h; higher % means a stronger effect; in the data active = a potency from the dose series; inconclusive = inhibition mostly from about 25% at the one dose, without a potency; inactive = the rest, 99 in 100 with inhibition below about 19%;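 note: 0% = induced wells with vehicle and 100% = uninduced wells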
influenza NS1A = H1N1 influenza NS1A inhibitors, functional cell based assay (AID 504329). NS1A functional cell-based assay, percent inhibition; higher % means a stronger effect. inhibition, % at 12.5 µM, or IC50 in µM where a hit was titrated. 0.3% of 340,000 active; in the data active = a potency from the dose series; inconclusive = inhibition above about 27% without an active follow-up result; note: strong numbers were not always called active
tuberculosis growth = growth inhibition of non-replicating M. tuberculosis (AID 488890); Mycobacterium tuberculosis non-replicating, growth inhibition; higher % means a stronger effect; inhibition, % at 25 µM; hits with a dose series show IC50 in µM; 0.39% of 320,000 active; in the data active = a potency from the dose series; inconclusive = inhibition mostly from about 82% at the one dose, without a potency; inactive = the rest, 99 in 100 with inhibition below about 76%;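 note: plate controls were DMSO cells for no effect and high antibiotic wells for full effect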
VEEV TC-83 Vero = inhibitors of VEEV TC-83 cytopathic effect, confirmation, Vero cells (AID 588727); Vero cells, VEEV TC-83 cytopathic effect inhibition; higher % means a stronger effect; inhibition, % at 20 µM; hits with a dose series show IC50 in µM; 0.13% of 350,000 active; in the data active = a potency from the dose series; inconclusive = inhibition mostly from about 14% at the one dose, without a potency; inactive = the rest, 99 in 100 with inhibition below about 12%; note: strong numbers were not always called active
H37Rv inhibition = M. tuberculosis growth inhibition, HTS (AID 449762); M. tuberculosis H37Rv growth inhibition, 7H9 media; higher % means a stronger effect; one-dose inhibition, % at 25 µM; IC50 in µM for titrated hits; 0.59% of 330,000 active; in the data active = a potency from the dose series; inconclusive = inhibition above about 70% without an active follow-up result;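 note: bacterial growth assessed after seven days of incubation; strong numbers were not always called active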
VEEV TC-83 Vero 10K pilot screen = further read-out of VEEV TC-83 Vero, marked with its call; inhibition, %; measured here: 10K pilot screen inhibition
* marks the source's active call; other numbers are inactive results; i = inactive; u = inconclusive; x = no result given.

SMILES	PhoP GFP inhibition	influenza NS1A	tuberculosis growth	VEEV TC-83 Vero	H37Rv inhibition	others
CCS(=O)(=O)n1nc(C(=O)N2CCOCC2)nc1N	-3%	2%	-21%	3.1%	-4%
COc1cccc(CNCCc2c[nH]c3ccccc23)c1OC	12%	5%	18%	i	-1%
COc1cccc(NC(=S)N(CCc2nc3cc(C)c(C)cc3[nH]2)Cc2cccnc2)c1	-7%	4%	8%	0.1%	-2%
CCC(C)C(=O)N[C@@H](c1ccccc1)[C@@H](O)C(=O)O[C@H]1C[C@@]2(O)[C@@H](OC(=O)c3ccccc3)C3[C@](C)(C(=O)[C@H](OC(C)=O)C(=C1C)C2(C)C)[C@@H](O)C[C@H]1OC[C@@]31OC(C)=O (stereo partly drawn)	-11%	-5%	57%	i	-9%
CCN(CC)S(=O)(=O)c1cc(NC(=O)COC(=O)Cn2cnc3ccccc32)ccc1C	-4%	-7%	-8%	i	-7%
Cc1cc(C)c(NC(=O)C2CCCN2CCOC(=O)c2ccccc2)c(C)c1 (stereo not drawn)	0%	3%	-11%	0.9%	7%
COc1cc(NC(=O)COC(=O)CO/N=C(\C)c2ccc3c(c2)OCO3)cc(OC)c1	x	-1%	18%	4.8%	-1%
Cc1ccc(OCCC(=O)OCC(=O)Nc2ccc(N3CCOCC3)cc2)cc1	-10%	8%	40%	0.9%	14%
COc1ccccc1OC1=NS(=O)(=O)c2ccccc21	-8%	-3%	-15%	0.1%	-1%
Cc1cc(N2CCOCC2)nc2ccc(NC(=S)NCc3ccc4c(c3)OCO4)cc12	-5%	4%	68%	2.0%	3%
Clc1ccc(-c2nc3ccccc3nc2-c2ccccc2)cc1	-9%	2%	-14%	1.2%	4%
CCN(CC(=O)NC1CCS(=O)(=O)C1)S(=O)(=O)c1ccc(F)cc1 (stereo not drawn)	-8%	4%	-2%	i	0%
O=C(Oc1cccc(Oc2ccccc2)c1)N1CCOCC1	-6%	7%	27%	i	4%
O=C(NC(=S)Nc1cc(C(F)(F)F)ccc1Cl)c1ccccc1	2%	5%	46%	0.0%	3%
COc1ccc(-n2cnnc2SCC(=O)c2ccc(S(=O)(=O)N3CCOCC3)cc2)cc1	-12%	-25%	17%	1.6%	-1%
COc1cc(CNc2ncn[nH]2)ccc1OCc1cccc(C)c1	-2%	-9%	-8%	1.9%	-1%
CC12CCC(=O)N1C(C(=O)Nc1ccc(Br)cc1Cl)CS2 (stereo not drawn)	14%	-8%	-10%	5.9%	-3%
O=C(O)Cc1sc(-c2ccccc2)nc1-c1ccccc1	8%	17%	12%	6.6%	-8%
O=C1C=C(N2CCN(C3=CC(=O)CCC3)CC2)CCC1	-4%	7%	-14%	6.7%	0%
O=C(NCc1ccccc1Cl)C1CCN(S(=O)(=O)N2CCCCC2)CC1	-3%	18%	-1%	2.3%	-3%

Arranged by SMILES length (descending): part of the list above
SMILES	PhoP GFP inhibition	influenza NS1A	tuberculosis growth	VEEV TC-83 Vero	H37Rv inhibition	others
O=C(NCc1ccccc1Cl)C1CCN(S(=O)(=O)N2CCCCC2)CC1	-3%	18%	-1%	2.3%	-3%
O=C(NC(=S)Nc1cc(C(F)(F)F)ccc1Cl)c1ccccc1	2%	5%	46%	0.0%	3%
CC12CCC(=O)N1C(C(=O)Nc1ccc(Br)cc1Cl)CS2 (stereo not drawn)	14%	-8%	-10%	5.9%	-3%
COc1cc(CNc2ncn[nH]2)ccc1OCc1cccc(C)c1	-2%	-9%	-8%	1.9%	-1%
O=C1C=C(N2CCN(C3=CC(=O)CCC3)CC2)CCC1	-4%	7%	-14%	6.7%	0%
O=C(O)Cc1sc(-c2ccccc2)nc1-c1ccccc1	8%	17%	12%	6.6%	-8%

Next part.
SMILES	PhoP GFP inhibition	influenza NS1A	tuberculosis growth	VEEV TC-83 Vero	H37Rv inhibition	others
COc1ccc(CCN2C(=O)CC(Cc3ccc(Br)cc3)C2=O)cc1OC (stereo not drawn)	-3%	-2%	46%	0.0%	2%
COC(=O)OCC12CCC(O1)C1(C)C(=O)OCC21 (stereo not drawn)	-3%	-1%	-7%	0.2%	-2%
CC(NC(=O)CCC(=O)N1CCCCCC1)c1ccccc1 (stereo not drawn)	-9%	-3%	-9%	i	-7%
CCCOc1ccc(N2C(=O)CC(N(CCc3ccccc3)C(=O)c3ccccc3)C2=O)cc1 (stereo not drawn)	-3%	-1%	-7%	i	-3%
COc1ccccc1N1CCN(Cc2nc3ccccc3c(=O)n2CC(C)=O)CC1	-1%	-5%	6%	5.9%	-3%
O=C(CN1CCOC1=O)N1CCCC(Nc2ccc(F)c(F)c2)C1 (stereo not drawn)	6%	1%	4%	1.2%	6%
CCc1ccc(S(=O)(=O)/N=C2\C=CC(=O)c3ccccc32)cc1	-3%	x	u	x	12%
CCSc1nc2cc(OC)c(OC)cc2c(=O)n1CCc1ccccc1	-7%	10%	x	5.5%	x
Cc1ccc(NC(=O)CN(C)C(=O)Cn2nnc(-c3ccccc3)n2)cc1	-2%	-12%	-20%	5.6%	-3%
COc1cc(/C=N/N=C(\N)c2nonc2N)cc(OC)c1OC	-2%	x	-9%	6.6%	-4%

Next section (3 carried over from the part before).
SMILES	PhoP GFP inhibition	influenza NS1A	tuberculosis growth	VEEV TC-83 Vero	H37Rv inhibition	others
CCSc1nc2cc(OC)c(OC)cc2c(=O)n1CCc1ccccc1	-7%	10%	x	5.5%	x
Cc1ccc(NC(=O)CN(C)C(=O)Cn2nnc(-c3ccccc3)n2)cc1	-2%	-12%	-20%	5.6%	-3%
COc1cc(/C=N/N=C(\N)c2nonc2N)cc(OC)c1OC	-2%	x	-9%	6.6%	-4%
Cc1noc(C)c1CSc1nc2sc(C)c(C)c2c(=O)n1-c1ccccc1	-6%	1%	4%	i	-3%
CCCS(=O)(=O)c1c(S(=O)(=O)CCC)c2cnccn2c1C(=O)c1ccc(Cl)cc1	2%	3%	-5%	4.0%	-3%
O=C(CP(=O)(c1ccccc1)c1ccccc1)N1CCCCC1	-2%	6%	3%	2.4%	-5%
Cc1ccc(N(CC2CO2)S(=O)(=O)c2ccccc2[N+](=O)[O-])cc1 (stereo not drawn)	-5%	10%	17%	1.0%	-6%
COc1ccc(C2Nc3ccccc3C(=O)N2c2ccc(F)cc2)cc1CSc1ccccn1 (stereo not drawn)	-13%	0%	1%	i	14%
CCC(C)NCCOc1ccc(Br)cc1 (stereo not drawn)	-8%	-3%	3%	1.4%	-10%
COc1ccc(C(=O)Nc2cccc(/C=C/c3nc4ccccc4c(=O)[nH]3)c2)cc1	-3%	16%	1%	u	4%
COC(=O)c1[nH]c2ccccc2c1NC(=O)CN1CCC(C(N)=O)(N2CCCCC2)CC1	-7%	3%	4%	11%	-6%
Cc1ccn2c(NC3CCCC3)c(-c3cccs3)nc2c1	8%	-17%	63%	i	33%
CC(=O)c1cc(C#N)c(Oc2cccc(C(F)(F)F)c2)nc1C	4%	-13%	8%	2.4%	-2%
COc1cccc(C2CC(c3ccccc3OC)n3nc(N)nc3N2)c1 (stereo not drawn)	-5%	5%	27%	0.6%	-8%
CCO[C@@H]1OC(C(=O)Nc2ccccc2)=C[C@H](C)[C@H]1CCCO	8%	-9%	8%	1.2%	4%
CC(C(=O)c1c[nH]c2ccccc12)N1CCSCC1 (stereo not drawn)	14%	10%	1%	0.2%	-5%
CCn1c(Cc2c(C)[nH]c3ccccc23)nnc1SCC(N)=O	0%	3%	-8%	0.5%	-11%
COc1ccccc1OCCNc1cc(N2CCOCC2)ccc1[N+](=O)[O-]	1%	2%	11%	6.5%	-7%
c1ccc(Nc2ccccn2)cc1	-3%	0%	-6%	1.4%	-2%
COc1cccc(C(CC(=O)NCc2ccco2)NS(=O)(=O)c2ccc(C)cc2)c1OC (stereo not drawn)	-3%	0%	-1%	0.6%	-5%
CCCOc1ccc(C(=O)CCC(=O)NNC(=O)Cn2nc(C)cc2C)cc1	3%	-6%	-12%	1.1%	-5%
CC(=O)NC(c1ccccc1)c1cccnc1 (stereo not drawn)	-1%	-3%	2%	i	-26%	VEEV TC-83 Vero 10K pilot screen=0.2
Cc1ccc(NC(=O)CSc2nc3ccccc3c(=O)n2CC2CCCO2)cc1 (stereo not drawn)	-10%	-9%	0%	1.7%	7%
CCOC(=O)Nc1ccc2c(c1)N(C(=O)CN1CCN3CCCC3C1)c1ccccc1CC2 (stereo not drawn)	-1%	-8%	17%	0.1%	-10%	VEEV TC-83 Vero 10K pilot screen=0.4
COc1ccc([N+](=O)[O-])cc1-n1cnnn1	10%	-4%	5%	0.6%	4%
CC1=CSC2=NC(C(F)(F)F)(C(F)(F)F)NC(=O)N12	-6%	4%	1%	0.4%	-8%
O=C(Nc1ccc(Cl)c(Cl)c1)Nc1ccon1	-2%	-6%	40%	7.3%	15%
C(/CCc1ccccc1)=N\Nc1nc2ccccc2[nH]1	10%	-5%	-10%	1.1%	0%
CCOC(=O)N1CCC(NC(=O)Cc2ccccc2)CC1	-8%	4%	8%	0.4%	3%
COc1ccccc1-c1cc(C(F)(F)F)nc(NCc2ccco2)n1	-1%	0%	5%	4.6%	6%
Cn1nc(C(F)(F)F)c2cc(NC(=O)OCc3ccc(F)cc3)sc21	7%	0%	25%	5.6%	10%
CN(C)c1ccc(C(CNC(=O)c2cccs2)N(C)C)cc1 (stereo not drawn)	5%	-2%	-7%	i	1%
CCCNC(=O)COc1ncnc2sccc12	3%	-9%	-8%	0.2%	-9%
O=C(NCc1ccc(F)cc1)c1cc2n(n1)C(C(F)(F)F)CC(C1CC1)N2 (stereo not drawn)	x	5%	x	1.7%	-1%
COC(=O)CSc1nnc(Cc2ccccc2)n1-c1ccc(C)cc1	-10%	3%	32%	i	-11%
O=C(COc1ccccc1C(=O)N/N=C\c1ccc(O)c(O)c1)N/N=C/c1ccc(O)c(O)c1	-8%	18%	-6%	6.0%	2%	VEEV TC-83 Vero 10K pilot screen=0.6
CC(C)CC(c1nnnn1Cc1ccco1)N1CCN(C2CCCC2)CC1 (stereo not drawn)	4%	1%	-2%	i	-7%
C[C@H](CO)N1C[C@H](C)[C@@H](CN(C)C(=O)NC2CCCCC2)Oc2ccc(NS(=O)(=O)c3ccc(F)cc3)cc2C1=O	x	-1%	22%	0.5%	-11%
CCOc1ccc(CCNC(=O)CCN2C(=O)COc3ccccc32)cc1OCC	5%	-3%	0%	0.7%	-9%
COc1ccc(CN2CC34C=CC(O3)C(C(=O)O)C4C2=O)cc1 (stereo not drawn)	-5%	1%	1%	i	-1%
CCN(CC(=O)Nc1cccc(C#N)c1)CC(=O)Nc1cccc(OC)c1	3%	-4%	7%	5.8%	-11%
Cc1ccc(C(=O)NCC(=O)OCC(=O)NC(C)C2CC3CCC2C3)cc1 (stereo not drawn)	x	7%	x	0.5%	x
O=[N+]([O-])c1cccc(S(=O)(=O)Nc2ccc3cn[nH]c3c2)c1	x	-5%	7%	6.9%	0%
Cc1ccc(C)c(N2CCN(C(=O)c3ccccc3Br)CC2)c1	6%	18%	19%	i	9%	VEEV TC-83 Vero 10K pilot screen=0.6
COc1cc(NC(=O)c2cc3nc(-c4ccccc4)cc(-c4ccccc4)n3n2)cc(OC)c1OC	1%	-2%	2%	9.8%	-16%
COc1ccc(C2=NOC(C(=O)N3CCCc4ccccc43)C2)cc1 (stereo not drawn)	0%	4%	41%	0.9%	-3%
COc1cccc(C=Nc2ccc3c(c2)OCCO3)c1O	2%	-20%	-11%	3.7%	u

2 records drawn at random from those above:
SMILES	PhoP GFP inhibition	influenza NS1A	tuberculosis growth	VEEV TC-83 Vero	H37Rv inhibition	others
Cc1ccc(C)c(N2CCN(C(=O)c3ccccc3Br)CC2)c1	6%	18%	19%	i	9%	VEEV TC-83 Vero 10K pilot screen=0.6
COc1ccc(C2=NOC(C(=O)N3CCCc4ccccc43)C2)cc1 (stereo not drawn)	0%	4%	41%	0.9%	-3%

Compounds as they come. About 1.6% of those tested had a hit in this group.
